Compound activity (PubChem BioAssay)
GoLoco inh red: qHTS Assay for Inhibitors of RGS12 GoLoco Motif Activity (Red Fluorophore) | 230,000 tested, 0.44% active | Potency, µM (doses to about 61.6 µM), without a hit: at the top dose activity, negative = inhibition, usual class: inhibitors | Gai1:RGS12 GoLoco peptide FP, rhodamine, 10 min | AID 880, 2007 | Guanine nucleotide-binding protein G(i) subunit alpha-1 (Homo sapiens), P63096; active = well fitted inhibition curve with a large enough effect, not every such curve was filed as active; inactive = no such curve, though single readings can be large or run the other way; note: nearly all actives have a fitted effect of over 30% in size; many of its hits are not listed in these tables
Target sequence (P63096 whole entry, looked up): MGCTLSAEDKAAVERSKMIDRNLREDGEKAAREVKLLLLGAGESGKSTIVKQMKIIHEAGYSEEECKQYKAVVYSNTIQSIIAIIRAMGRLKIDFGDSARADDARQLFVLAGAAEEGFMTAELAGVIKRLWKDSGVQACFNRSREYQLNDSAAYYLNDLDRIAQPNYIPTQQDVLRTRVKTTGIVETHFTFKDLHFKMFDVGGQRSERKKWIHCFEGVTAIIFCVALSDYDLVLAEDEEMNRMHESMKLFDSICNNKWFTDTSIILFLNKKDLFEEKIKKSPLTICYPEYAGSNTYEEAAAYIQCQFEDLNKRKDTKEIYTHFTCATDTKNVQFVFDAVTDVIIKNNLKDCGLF
aGlu spleen mod: qHTS Assay for Inhibitors and Activators of Human alpha-Glucosidase From Spleen Homogenate; Lysosomal alpha-glucosidase (Homo sapiens), P10253; human spleen homogenate, 4-MU-alpha-glucoside fluorescence; Potency, µM (titrated, usually from 79.9 µM), for inactives: top-dose activity change, negative = inhibition, hits mostly inhibitors; 240,000 tested, 0.006% active;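 note: 0% = enzyme with vehicle and -100% = no enzyme basal signal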
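Enzyme source: human spleen homogenate, 1 ug/well. Buffer 50 mM citric acid/K phosphate pH 5.0, 0.01% Tween-20. 4-MU-alpha-glucoside 1 mM; 37 C x 40 min; NaOH/glycine stop; fluorescence.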
RECQ1 helicase: qHTS Assay for Inhibitors of RecQ-Like Dna Helicase 1 (RECQ1); RECQ1 DNA unwinding, red fluorescence kinetic read; Potency, µM (titrated, usually from 57.3 µM), for the others: top-dose activity, negative = inhibition, actives largely listed as inhibitors; 240,000 tested, 0.54% active; AID 2549, 2010;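 note: plate controls were vehicle for no effect and no enzyme for full effect; nearly all actives have a fitted effect of over 30% in size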
Target sequence (P46063 whole entry, looked up): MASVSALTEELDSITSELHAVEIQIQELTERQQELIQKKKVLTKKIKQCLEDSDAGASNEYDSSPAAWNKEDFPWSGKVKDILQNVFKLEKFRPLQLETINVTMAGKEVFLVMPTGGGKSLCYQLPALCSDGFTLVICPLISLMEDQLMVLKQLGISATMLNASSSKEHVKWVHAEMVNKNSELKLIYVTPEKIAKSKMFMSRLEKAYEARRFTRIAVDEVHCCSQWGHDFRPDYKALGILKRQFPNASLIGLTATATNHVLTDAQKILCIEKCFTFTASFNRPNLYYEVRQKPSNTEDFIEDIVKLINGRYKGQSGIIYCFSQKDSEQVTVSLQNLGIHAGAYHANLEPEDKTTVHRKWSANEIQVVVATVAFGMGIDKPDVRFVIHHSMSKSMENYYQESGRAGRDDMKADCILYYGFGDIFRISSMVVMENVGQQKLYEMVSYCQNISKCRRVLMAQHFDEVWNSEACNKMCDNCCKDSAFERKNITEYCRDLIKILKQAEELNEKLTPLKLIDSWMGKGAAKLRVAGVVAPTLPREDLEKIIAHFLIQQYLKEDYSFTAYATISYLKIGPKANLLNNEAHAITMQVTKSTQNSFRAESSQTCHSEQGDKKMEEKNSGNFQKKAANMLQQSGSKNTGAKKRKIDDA
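RECQ1T1 50 nM; forked duplex (20 bp + 30-nt ss tails) 200 nM, ATP 2 mM final; pH 8.0, 2 mM MgCl2, 2.5 ug/ml poly(dI-dC); 15 min compound preincubation; discontinuous kinetic read over 2 h at RT.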
* = called active by the depositor; i = inactive; [ ] = dose if it differs, or a comment. Unless noted, calls come from the whole dose curve; as a rule, active = well fitted curve in the direction sought with a large enough effect; inconclusive = small, poorly fitted or top-dose-only effect, or another doubt; inactive = no such curve, though single readings can be large; an effect the other way counts as inactive or inconclusive. Unless noted, % is set by controls: 0 for no effect and ±100 for the full control effect; potency is the fitted concentration of half-maximal effect. Some of the compounds tested. The share of hits here may be higher or lower than overall.

# | canonical_smiles | GoLoco inh red | aGlu spleen mod | RECQ1 helicase
1 | CC(=O)N1CCC2(CCN(Cc3ccncc3)CC2)CC1 | 3% | -10% | -8%
2 | Cc1ccccc1-c1nc(NCc2cccs2)c2ccccc2n1 | 6% | 2% | -14%
3 | COc1ccccc1-c1ccc2ncnc(NCCNC(C)=O)c2c1 | 4% | 13% | i
4 | COc1ccc(C(=O)N2CCC[C@@]3(CCN(Cc4ccccc4OC)C3)C2)cc1 | 2% | -3% | 1%
5 | COc1cccc(-c2nccc(NCCc3c[nH]c4ccc(OC)cc34)n2)c1 | 2% | -6% | i
6 | COCCn1c(=O)c(-c2ccc(OC)cc2)nc2cnc(Nc3ccccc3)nc21 | 25% | 3% | -8%
7 | O=C(Oc1ccccc1)N1CCC2(CCCN(c3cccc(-c4ccccc4)c3)C2)CC1 | 87%[activator] | 4% | -10%
8 | O=C(c1ccco1)N1CCC2(CC1)CCN(c1ccncc1)CC2 | 8% | 6% | -4%
9 | O=C(c1ccco1)N1CCC[C@@]2(CCN(Cc3nccs3)C2)C1 | 6% | 3% | -11%
10 | COc1cccc(Cn2c(=O)c(CCc3ccccc3)nc3cnc(N4CCOCC4)nc32)c1 | 24% | 4% | 0%
11 | COCCn1c(=O)c(-c2ccc(OC)cc2)nc2cnc(OCc3ccccc3)nc21 | -1% | -2% | -1%
12 | O=C(Nc1cccc(F)c1)N1CC2(CCN(C(=O)c3cccc(F)c3)CC2)C1 | 12% | -6% | -9%
13 | N#CCCn1c(=O)c(CCc2ccccc2)nc2cnc(Oc3cccc(Cl)c3)nc21 | 1% | 3% | -9%
14 | COc1ccc(Oc2ncc3nc(C)c(=O)n(Cc4cccc(OC)c4)c3n2)cc1 | 10% | -15% | i
15 | COc1ccc(Nc2ncc3nc(-c4cccs4)c(=O)n(Cc4cccc(OC)c4)c3n2)cc1 | 6% | -4% | -4%
16 | COc1ccccc1-c1cncnc1NCCNC(C)=O | 2% | -9% | -5%
17 | COCCn1c(=O)c(CCc2ccccc2)nc2cnc(OCc3ccccc3)nc21 | 4% | -2% | -1%
18 | N#CCCn1c(=O)c(-c2ccccc2)nc2cnc(Oc3cccc(Cl)c3)nc21 | 5% | 4% | -7%
19 | COc1ccc2[nH]cc(CCNc3ncnc4ccc(-c5cccc(C#N)c5)cc34)c2c1 | 4% | 0% | i
20 | CN(Cc1ccco1)c1ncnc2ccc(-c3ccccc3C(F)(F)F)cc12 | 6% | 1% | -9%
21 | COc1ccccc1CN1CCC2(CC1)CCN(C(=O)c1ccco1)CC2 | 8% | 1% | i
22 | N#Cc1ccc(CN2CCCC3(CCN(C(=O)c4ccncc4)CC3)C2)cc1 | 4% | 8% | i
23 | O=C(c1cnccn1)N1CCC2(CCN(Cc3nccs3)CC2)CC1 | 4% | -16% | -4%
24 | COc1ccc(-n2c(=O)c(-c3cn(C)c4ccccc34)nc3cnc(N4CCNCC4)nc32)cc1 | -1% | -6% | i
25 | O=C(c1csnn1)N1CCC2(CC1)CN(c1ccccc1)C2 | -4% | 8% | i
26 | O=C(c1ccco1)N1CCC2(CC1)CN(c1ccccc1)C2 | 10% | -6% | -2%
27 | c1ccc(CNc2ncncc2-c2ccoc2)cc1 | 15% | 2% | 0%
28 | Cc1ccccc1-c1cncnc1NCc1cccs1 | 8% | 0% | -12%
29 | c1cncc(-c2cncnc2NC2CCNCC2)c1 | -47% | 7% | -8%
30 | COc1ccc(NC(=O)N2CCC3(CC2)CCN(C(=O)c2ccncc2)CC3)cc1 | -10% | -10% | -2%

Structures listed so far that contain a cyano group:
# | canonical_smiles | GoLoco inh red | aGlu spleen mod | RECQ1 helicase
13 | N#CCCn1c(=O)c(CCc2ccccc2)nc2cnc(Oc3cccc(Cl)c3)nc21 | 1% | 3% | -9%
18 | N#CCCn1c(=O)c(-c2ccccc2)nc2cnc(Oc3cccc(Cl)c3)nc21 | 5% | 4% | -7%
19 | COc1ccc2[nH]cc(CCNc3ncnc4ccc(-c5cccc(C#N)c5)cc34)c2c1 | 4% | 0% | i
22 | N#Cc1ccc(CN2CCCC3(CCN(C(=O)c4ccncc4)CC3)C2)cc1 | 4% | 8% | i

Entries of single compounds from above:
Listed for COc1ccccc1CN1CCC2(CC1)CCN(C(=O)c1ccco1)CC2 = GoLoco inh red = 8%; aGlu spleen mod = 1%; RECQ1 helicase = i
Listed for COc1cccc(-c2nccc(NCCc3c[nH]c4ccc(OC)cc34)n2)c1 = GoLoco inh red = 2%; aGlu spleen mod = -6%; RECQ1 helicase = i
Listed for N#CCCn1c(=O)c(-c2ccccc2)nc2cnc(Oc3cccc(Cl)c3)nc21 = GoLoco inh red = 5%; aGlu spleen mod = 4%; RECQ1 helicase = -7%

Next part
# | canonical_smiles | GoLoco inh red | aGlu spleen mod | RECQ1 helicase
31 | Cc1nc2cnc(N3CCN(C)CC3)nc2n(C2CC2)c1=O | 19% | -5% | -2%
32 | O=C(c1cnccn1)N1CCC[C@@]2(CCN(Cc3cc(C(F)(F)F)cc(C(F)(F)F)c3)C2)C1 | -1% | 0% | -10%
33 | Cc1nc2cnc(OCc3ccccc3)nc2n(CCC#N)c1=O | 18% | -1% | 0%
34 | O=C(Nc1cccc(F)c1)N1CC[C@@]2(CCCN(S(=O)(=O)c3ccccc3)C2)C1 | 16% | -6% | -5%
35 | COCCn1c(=O)cnc2cnc(Oc3ccc(OC)cc3)nc21 | 3% | -8% | i
36 | CS(=O)(=O)N1CCC2(CC1)CN(C(c1ccccc1)c1ccccc1)C2 | -1% | -1% | -13%
37 | COCCn1c(=O)c(CCc2ccccc2)nc2cnc(N3CCNCC3)nc21 | 3% | 11% | -11%
38 | O=C(Nc1cccc(F)c1)N1CC2(CCN(C(=O)c3csnn3)CC2)C1 | 8% | 2% | i
39 | COc1ccc(Oc2ncc3nc(-c4cccs4)c(=O)n(C)c3n2)cc1 | 6% | 2% | i
40 | CC(C)NC(=O)N1CC2(CCN(C(=O)c3ccncc3)CC2)C1 | 8% | -4% | -6%
41 | COCCn1c(=O)c(-c2ccc(F)cc2)nc2cnc(Oc3ccc(OC)cc3)nc21 | 12% | -11% | i
42 | CN(C)c1ccc(-c2nc(NCCN3CCOCC3)c3ccccc3n2)cc1 | 0% | 17% | -29%
43 | CC(C)CN1CCCC2(CCN(S(=O)(=O)c3ccccc3)CC2)C1 | 11% | -1% | -5%
44 | Cc1noc(C)c1-c1cncnc1N(C)Cc1ccco1 | 8% | 9% | -1%
45 | CCNc1ncc2nc(-c3cn(C)c4ccccc34)c(=O)n(Cc3cccc(OC)c3)c2n1 | -5% | 1% | -29%
46 | O=c1c(CCc2ccccc2)nc2cncnc2n1C1CC1 | 11% | 3% | -7%
47 | O=C(c1cccc(F)c1)N1CCC2(CC1)CCN(c1ccccn1)CC2 | 4% | 4% | i
48 | CN(Cc1ccco1)c1ncnc2ccc(-c3ccccc3C#N)cc12 | 13% | 3% | i
49 | O=C(Nc1cccc(F)c1)N1CC[C@@]2(CCCNC2)C1 | -7% | 2% | -8%
50 | COC(=O)N1CCC2(CC1)CN(C(=O)Nc1ccc(OC)cc1)C2 | 7% | 3% | -1%
51 | COc1cccc(Cn2c(=O)c(CCc3ccccc3)nc3cnc(N4CCNCC4)nc32)c1 | -6% | 1% | -5%
52 | CN(C)c1ncnc2ccc(-c3ccoc3)cc12 | 15% | -4% | i
53 | CN1CC[C@@]2(CCCN(S(=O)(=O)c3ccccc3)C2)C1 | -9% | -1% | i
54 | COCCn1c(=O)cnc2cnc(OC)nc21 | 3% | 0% | -5%
55 | COCCn1c(=O)c(-c2cccs2)nc2cnc(Oc3ccc(OC)cc3)nc21 | 18% | 14% | -9%
56 | COCC(=O)N1CCC2(CC1)CCN(C(c1ccccc1)c1ccccc1)CC2 | 7% | -4% | -9%
57 | COCCn1c(=O)c(-c2ccc(Cl)cc2)nc2cnc(Oc3ccc(OC)cc3)nc21 | 35%[activator] | 11% | 1%
58 | Cc1cccc(CNc2ncncc2-c2ccccc2CN(C)C)c1 | 12% | 3% | i
59 | O=C(c1ccco1)N1CCC2(CC1)CCN(c1ccccn1)CC2 | 1% | 1% | i
60 | CN(C)c1ncc2nc(-c3cc(F)cc(F)c3)c(=O)n(C3CC3)c2n1 | 2% | 10% | i

Six structures out of the list, arranged by heavy-atom count, highest first.
# | canonical_smiles | GoLoco inh red | aGlu spleen mod | RECQ1 helicase
15 | COc1ccc(Nc2ncc3nc(-c4cccs4)c(=O)n(Cc4cccc(OC)c4)c3n2)cc1 | 6% | -4% | -4%
6 | COCCn1c(=O)c(-c2ccc(OC)cc2)nc2cnc(Nc3ccccc3)nc21 | 25% | 3% | -8%
56 | COCC(=O)N1CCC2(CC1)CCN(C(c1ccccc1)c1ccccc1)CC2 | 7% | -4% | -9%
35 | COCCn1c(=O)cnc2cnc(Oc3ccc(OC)cc3)nc21 | 3% | -8% | i
46 | O=c1c(CCc2ccccc2)nc2cncnc2n1C1CC1 | 11% | 3% | -7%
44 | Cc1noc(C)c1-c1cncnc1N(C)Cc1ccco1 | 8% | 9% | -1%

Carrying on.
# | canonical_smiles | GoLoco inh red | aGlu spleen mod | RECQ1 helicase
61 | CC(=O)N1CCC2(CC1)CCN(c1cccc(-c3ccccc3)c1)CC2 | 4% | -4% | -4%
62 | Cc1cnc(CNc2ncncc2-c2ccccc2C)cn1 | 0% | -13% | -2%
63 | COc1ccc(CNc2ccnc(-c3cccnc3)n2)c(OC)c1 | 7% | 1% | i
64 | Cn1c(=O)c(-c2ccc(Cl)cc2)nc2cnc(N3CCOCC3)nc21 | -7% | 3% | i
65 | N#Cc1ccc(CN2CCC3(CCNCC3)CC2)cc1 | -1% | 4% | i
66 | Cc1ccccc1-c1cncnc1Nc1ccccc1 | -4% | -1% | -1%
67 | CS(=O)(=O)N1CCC2(CCN(Cc3ccncc3)CC2)CC1 | 9% | -2% | -8%
68 | O=C(c1cnccn1)N1CCC2(CC1)CCN(c1ccccn1)CC2 | 12% | -4% | -2%
69 | CN(C)c1ccc(-c2cncnc2NCCc2cnc[nH]2)cc1 | -9% | 4% | -2%
70 | CC(=O)N1CCC[C@@]2(CCN(C(=O)Nc3ccccc3)C2)C1 | -4% | 3% | -7%
71 | COc1ccccc1CN1CCCC2(CCN(C(=O)c3cnccn3)CC2)C1 | 13% | -10% | -2%
72 | COc1ccc2[nH]cc(CCNc3ncncc3-c3ccccc3Cl)c2c1 | -8% | -4% | i
73 | COc1ccc2[nH]cc(CCNc3cc(-c4cccc(C#N)c4)ncn3)c2c1 | 15% | 0% | i
74 | CN(Cc1ccco1)c1cc(-c2cccc(NS(C)(=O)=O)c2)ncn1 | 6% | -12% | i
75 | Cc1ccccc1-c1ccc2ncnc(N3CCOCC3)c2c1 | -17% | 18% | -5%
76 | FC(F)(F)c1ccccc1-c1cncnc1-n1ccnc1 | 2% | 3% | -5%
77 | COCC(=O)N1CCC2(CC1)CN(c1ccccc1)C2 | -10% | 3% | -3%
78 | O=C(Nc1cccc(F)c1)N1CCCC2(CCN(C(=O)c3cccc(F)c3)CC2)C1 | 6% | 2% | -9%
79 | O=c1c(-c2cccs2)nc2cnc(N3CCOCC3)nc2n1Cc1ccc(F)cc1 | 8% | 4% | -5%
80 | COc1ccc2[nH]cc(CCNc3ccnc(-c4ccc(C(=O)N(C)C)cc4)n3)c2c1 | 4% | 9% | -6%
81 | COCCNc1ncnc2ccc(-c3cccnc3)cc12 | -9% | 2% | -13%
82 | CCNc1ncc2nc(C)c(=O)n(Cc3cccc(OC)c3)c2n1 | 20% | 5% | -11%
83 | O=S(=O)(c1ccccc1)N1CCC2(CCN(c3ccc(-c4ccccc4)cc3)CC2)CC1 | 3% | 4% | i
84 | COc1ccc2[nH]cc(CCNc3cc(-c4ccccc4CN(C)C)ncn3)c2c1 | -2% | -1% | i
85 | CN1CCN(c2ncc3nc(-c4cc(F)cc(F)c4)c(=O)n(CCC#N)c3n2)CC1 | -13% | -11% | 16%
86 | N#Cc1cccc(-c2nc(NCCN3CCOCC3)c3ccccc3n2)c1 | 3% | -7% | -3%
87 | CC(=O)N1CCC2(CC1)CCN(c1ccncc1)CC2 | 0% | -10% | -11%
88 | COc1ccc(C(=O)N2CCC3(CC2)CCN(c2ccccn2)CC3)cc1 | 6% | -10% | i
89 | COc1ncc2nc(-c3cc(F)cc(F)c3)c(=O)n(-c3ccccc3)c2n1 | 8% | -6% | i
90 | COc1ccc(-c2nc3cnc(N4CCOCC4)nc3n(CCC#N)c2=O)cc1 | 3% | 7% | 4%
91 | COc1cccc(Cn2c(=O)c(-c3cc(F)cc(F)c3)nc3cnc(N4CCOCC4)nc32)c1 | -2% | -8% | -4%
